# GPR55 beta-arrestin: selective activators of receptor GPR55 – imaging, U2OS cells, beta-arrestin-GFP redistribution, primary screen (AID 1961) | actives 0.048% (n = 290,000) | U2OS GPR55 beta-arrestin-GFP redistribution imaging; higher % means a stronger effect | one-dose activation, % at 10 µM; EC50 in µM for titrated hits;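 active = activation above 40% with more than 50 cells counted in the well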;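 also: U2OS osteosarcoma cells stably expressing GPR55 and beta-arrestin-GFP; plate controls were DMSO negative control for no effect and LPI positive control for full effect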
# GPR35 arrestin U2OS: GPR35 antagonists blocking zaprinast-driven arrestin recruitment, primary screen, imaging, U2OS, beta-arrestin-GFP, zaprinast agonist (AID 2058); U2OS GPR35 beta-arrestin-GFP translocation imaging, zaprinast antagonism; higher % means a stronger effect; one-dose inhibition, % at 10 µM; IC50 in µM for titrated hits; actives 0.052% (n = 290,000);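 active = inhibition of at least 50% with at least 30 cells and total cytoplasm GFP at most 10,000,000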
# HIV fusion peptide: inhibitors of HIV fusion peptide binding, primary screen, biochemical, uHTS, fluorescence dequenching (AID 1986). actives 0.3% (n = 290,000). cell-free peptide binding, fluorescence dequenching, 30 min; higher % means a stronger effect. inhibition, % at 20 µM; hits with a dose series show IC50 in µM; in the data active = inhibition mostly above about 52%, no sharp cut-off; inactive = mostly below about 76%; also: some results filed as inactive read as strong as hits
# K1F lysis inhibition: inhibition of K1F phage lysis, E. coli UTI89, bacterial capsule biogenesis inhibitors, alamar blue (AID 488966); E. coli UTI89 K1F phage lysis, alamar blue, 2 h; higher % means a stronger effect; inhibition, % at 100 µM; hits with a dose series show IC50 in µM; actives 0.02% (n = 340,000);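 active = phage lysis inhibition, versus mean bacterial control, above a set limit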;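 also: capsule biogenesis inhibitors block K1F phage lysis so surviving cells raise fluorescence; higher fluorescence means more inhibition of phage lysis; actives were called in the ten point dose series up to 300 µM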
# AID2073: disruptors of CaV2.2 binding to Mint1 – biochemical, HTRF (AID 2073) | inhibition, % at 20 µM, or IC50 in µM where a hit was titrated | HTRF protein-protein interaction, Mint1-CaV2.2; higher % means a stronger effect | actives 0.19% (n = 290,000); in the data active = inhibition mostly above about 51%, no sharp cut-off; also: some results filed as inactive read as strong as hits
# Dengue-2 NS5 capping: Dengue-2 NS5 methyltransferase inhibitors, primary screen, biochemical, confirmation dose response (AID 588689) | Dengue-2 NS5 methyltransferase capping enzyme assay, biochemical; higher % means a stronger effect | actives 0.3% (n = 340,000) | one-dose inhibition, % at 25 µM; IC50 in µM for titrated hits; in the data active = a potency from the dose series
# Siah-1 displacement: Siah-1 peptide-binding antagonists, primary screen, biochemical, fluorescence polarization, rhodamine-plectin, uHTS (AID 1817) | Siah-1 / rhodamine-plectin peptide fluorescence polarization; higher % means a stronger effect | displacement, % at 20 µM; hits with a dose series show IC50 in µM | actives 0.02% (n = 290,000);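 active = displacement of at least 50% at 20 µM, with a fluorescence ratio check between 0.3 and a set limit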;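 also: plate controls were Siah plus tracer with DMSO for no effect and tracer alone without Siah for full effect; strong numbers were not always called active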
# GPR55 LPI antagonism: GPR55 antagonists blocking LPI-driven arrestin recruitment, primary screen, imaging, U2OS, beta-arrestin-GFP, LPI agonist (AID 2013); U2OS GPR55 beta-arrestin-GFP translocation imaging, LPI antagonism; higher % means a stronger effect; one-dose inhibition, % at 10 µM; IC50 in µM for titrated hits; actives 0.13% (n = 290,000);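 active = spots per cell inhibited over 60%, with over 100 cells counted and total cytoplasm intensity under 500,000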;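 also: U2OS cells stably carrying GPR55 and arrestin-GFP stimulated by 5 µM LPI near EC80; imaged beta-arrestin-GFP aggregate spots per cell after agonist stimulation; plate controls were LPI-stimulated DMSO wells for no effect and DMSO wells without LPI for full effect; some results filed as inactive read as strong as hits; confirmed hits need IC50 under 10 µM and bright autofluorescent wells are also inconclusive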
# NTR1 ag: agonists of NTR1, primary screen, imaging, U2OS cells, beta-arrestin-GFP, high content (AID 493036) | NTR1-U2OS beta-arrestin-GFP spot imaging, agonist mode | P30989 | activation, % at 20 µM | actives 0.17% (n = 330,000);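 active = activation at or above 40% of the spot to cytoplasm intensity ratio, with at least 20 cells analyzed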;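 also: 0% = DMSO without peptide and 100% = 100 nM NTR1 peptide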
# Target sequence (P30989 whole entry, looked up): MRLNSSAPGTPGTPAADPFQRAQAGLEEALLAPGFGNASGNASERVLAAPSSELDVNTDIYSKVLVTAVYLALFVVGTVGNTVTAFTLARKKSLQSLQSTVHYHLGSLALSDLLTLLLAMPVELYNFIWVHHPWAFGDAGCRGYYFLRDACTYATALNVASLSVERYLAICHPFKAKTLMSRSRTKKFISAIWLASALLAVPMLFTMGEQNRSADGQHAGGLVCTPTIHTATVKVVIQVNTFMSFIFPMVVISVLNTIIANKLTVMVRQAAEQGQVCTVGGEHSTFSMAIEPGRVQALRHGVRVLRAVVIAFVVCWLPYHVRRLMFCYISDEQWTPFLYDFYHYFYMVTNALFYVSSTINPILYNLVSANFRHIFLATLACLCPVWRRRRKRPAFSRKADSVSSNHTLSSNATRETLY
# NTR1 ag cell count 20 µM: second read-out of NTR1 ag, no call of its own (marks repeat the call); cell count; measured here: cell count, cytotoxicity flag
# Dengue-2 NS5 capping pilot replicate: further read-out of Dengue-2 NS5 capping, marked with its call; inhibition, %; measured here: pilot screen replicate inhibition
# The depositor's hits bear a star; x = no result given; [ ] = another dose, or the depositor's remark.
SMILES,GPR55 beta-arrestin,GPR35 arrestin U2OS,HIV fusion peptide,K1F lysis inhibition,AID2073,Dengue-2 NS5 capping,Siah-1 displacement,GPR55 LPI antagonism,NTR1 ag,NTR1 ag cell count 20 µM,others
CSc1ccc(CN(C)C(=O)CNC(=O)c2sc3ccccc3c2Cl)cc1,0.3%,-2%,2.7%,0.1%[50 µM],7%,1%,1%,2%,1.3,54,
CC(CCc1ccccc1)NC(=O)CCN1N=C(c2ccccc2)CCC1=O (configuration not stated),-0.4%,-15%,2.6%,0.2%,-1%,-13%,-1%,-7%,1.1,68,
C/C(=C\C(=O)c1ccc(Br)cc1)Nc1ccc(Cl)cc1,0.1%,14%,-2.4%,-0.2%,-11%,4%,1%,25%,-0.7,89,
Cc1nnc2sc(-c3csc4c3CCCC4)nn12,-0.1%,-11%,-1.0%,-0.4%,0%,-1%,-1%,-19%,4.7,74,
CC1(CC(=O)O)C(=O)N=C2C=CC=CN21 (configuration not stated),0.1%,-1%,1.6%,4.8%,1%,1%,-6%,8%,0.5,77,
COc1ccccc1N1CCN(CC(=O)NC(=O)NCc2ccco2)CC1,-0.4%,-9%,-2.0%,0.5%[50 µM],7%,-6%,-1%,7%,1.9,52,
Cc1cc(OC(=O)c2ccccc2Cl)ccc1N1C(=O)CCC1=O,-0.1%,-1%,0.9%,0.8%,1%,5%,6%,8%,1.3,48,
C/C(=N\NC(=O)c1ccc(N/N=C(\C)c2ccncc2)cc1)c1ccncc1,-0.6%,-3%,-1.2%,-0.1%,2%,-7%,-4%,-2%,-1.1,74,
O=C(OCN1C(=O)c2ccccc2C1=O)c1cccs1,-0.1%,4%,-2.3%,0.3%,7%,7%,1%,-5%,1.8,55,
COc1cccc(/C=N/Nc2nc3ccccc3n3cnnc23)c1,-0.3%,6%,22%,5.3%,-31%,-1%,2%,-3%,2.9,55,
O=C(CCCc1c[nH]c2ccccc12)Nc1ccc(S(=O)(=O)Nc2ncccn2)cc1,0.1%,1%,2.4%,0.2%,43%,7%,4%,-6%,3.1,54,
CCOC(=O)C1(CCc2ccccc2)CCN(C(=O)c2cc(C)nc(C)n2)CC1,0.1%,-8%,1.7%,0.0%,14%,-3%,3%,6%,1.4,51,
Nc1cc(Oc2cccnc2)cc([N+](=O)[O-])c1,-0.1%,-6%,-1.6%,0.2%,12%,1%,-3%,12%,x,x,
CCCC(=O)Nc1nc2ccc(NC(=O)c3c(F)c(F)c(OC)c(F)c3F)cc2s1,-0.2%,-2%,0.9%,0.0%,-2%,-1%,6%,-21%,4.5,56,
COc1ccc(OC)c(NC(=O)C2CC(=O)n3ncnc3N2)c1 (configuration not stated),-0.2%,15%,-3.6%,0.0%,2%,-4%,-5%,7%,0.0,64,
COc1ccc([N+](=O)[O-])cc1NC1CCCCC1,0.0%,10%,-1.1%,0.1%,1%,-10%,1%,-19%,2.1,74,
COc1ccc(Cl)cc1S(=O)(=O)N1CCN(C(=O)c2cc(OC)c(OC)c(OC)c2)CC1,0.2%,1%,-1.8%,-0.2%,-4%,-2%,3%,4%,x,x,
COCCCn1c(-c2ccc(S(=O)(=O)N3CCOCC3)cc2)csc1=Nc1ccccc1,-0.1%,-5%,-2.0%,0.1%,11%,-3%,-4%,0%,8.7,49,
O=C1NC(c2ccncc2)Nc2ccccc21 (configuration not stated),-0.2%,18%,3.7%,0.1%,4%,-1%,1%,-3%,-0.6,58,
O=C(CN1CCN(c2ccc(F)cc2)CC1)Nc1ccccc1[N+](=O)[O-],0.5%,4%,-1.9%,0.2%,-10%,-2%,12%,-7%,5.5,44,
COc1ccc([C@H]2Oc3cc(O)cc(O)c3C(=O)C2[C@@H]2C(=O)c3c(O)cc(O)cc3O[C@@H]2c2ccc(OC)cc2)cc1 (some centres not stated),-0.1%,-10%,15%,x,16%,x,-5%,27%,50*,66*,
CCCn1c(=N)c(S(=O)(=O)c2ccc(F)cc2)cc2c(=O)n3cccc(C)c3nc21,-0.1%,-2%,3.0%,0.1%,11%,-12%,0%,-6%,9.8,56,
CCOc1ccccc1NC(=O)c1sc2nc(C)nc(N3CCOCC3)c2c1C,-0.1%,-3%,1.0%,0.1%,34%,-2%,-2%,6%,2.2,58,
O=C(COc1ccccc1)N1CCc2ccccc2C1,-0.1%,-3%,0.7%,1.1%,9%,5%,2%,13%,-0.8,57,
CCN1C(=O)N(CN2CCOCC2)C2C1N(CN1CCOCC1)C(=O)N2CC (configuration not stated),-0.2%,2%,-2.2%,0.3%,-4%,x,-6%,9%,1.1,68,

# Entries from the list above that have two or more sulfur atoms:
SMILES,GPR55 beta-arrestin,GPR35 arrestin U2OS,HIV fusion peptide,K1F lysis inhibition,AID2073,Dengue-2 NS5 capping,Siah-1 displacement,GPR55 LPI antagonism,NTR1 ag,NTR1 ag cell count 20 µM,others
CSc1ccc(CN(C)C(=O)CNC(=O)c2sc3ccccc3c2Cl)cc1,0.3%,-2%,2.7%,0.1%[50 µM],7%,1%,1%,2%,1.3,54,
Cc1nnc2sc(-c3csc4c3CCCC4)nn12,-0.1%,-11%,-1.0%,-0.4%,0%,-1%,-1%,-19%,4.7,74,
COCCCn1c(-c2ccc(S(=O)(=O)N3CCOCC3)cc2)csc1=Nc1ccccc1,-0.1%,-5%,-2.0%,0.1%,11%,-3%,-4%,0%,8.7,49,

# (further entries)
SMILES,GPR55 beta-arrestin,GPR35 arrestin U2OS,HIV fusion peptide,K1F lysis inhibition,AID2073,Dengue-2 NS5 capping,Siah-1 displacement,GPR55 LPI antagonism,NTR1 ag,NTR1 ag cell count 20 µM,others
CC(C)CN1C(=O)c2ccc(C(=O)Nc3nccs3)cc2C1=O,0.6%,-2%,-2.2%,0.6%,-1%,0%,0%,-16%,2.4,30,
CCOC(=O)c1ccc(NC(=O)c2cn(CCC#N)nc2-c2ccc3c(c2)OCCO3)cc1,0.8%,-10%,-0.5%,3.7%,4%,-2%,3%,-10%,0.3,63,
CC(C)Cn1c(N)c(C(=O)COC(=O)c2c(F)cccc2F)c(=O)n(C)c1=O,-0.2%,-1%,-1.4%,-0.3%,17%,-6%,0%,5%,1.6,37,
CCN(CC)CCn1c(O)c(N=O)c2ccccc21,-0.2%,-1%,2.0%,-0.4%,4%,-6%,0%,7%,1.8,78,
Cc1ccc(S(=O)(=O)N2CCC(=O)N(CCOCc3cccc(Cl)c3)CC2)cc1,-0.1%,0%,2.7%,0.0%,1%,2%,-4%,-7%,13,83,
O=C(Nc1ccc2ccccc2n1)c1ccccc1Cl,-0.1%,3%,0.9%,0.4%,-4%,0%,-4%,8%,-0.6,52,
O=C(NC1CCOc2ccccc21)c1ccc(=O)[nH]c1 (configuration not stated),-0.1%,0%,-1.2%,0.2%,12%,-7%,3%,12%,-1.1,42,
CCCCSc1nc2[nH]ncc2c(=O)[nH]1,0.0%,-9%,-2.1%,1.4%,-5%,0%,5%,-1%,0.9,52,
Cc1ccc(OC(=O)Cn2c(C(F)(F)F)nc3ccccc32)cc1,0.3%,8%,2.2%,0.4%,-2%,x,5%,14%,0.6,54,
CSc1ccccc1NC(=O)C1CCCO1 (configuration not stated),-0.1%,6%,-0.9%,6.0%,-14%,-3%,-1%,-14%,1.7,79,
CCN1C(=O)N(S(=O)(=O)C(F)(F)F)[C@@H](c2ccccc2)C(C(=O)OC)=C1C,-0.2%,-6%,-1.1%,0.9%,12%,-1%,0%,10%,1.4,60,
O=C(O)c1cc(NC(=O)c2ccc(Br)cc2)cc(NC(=O)c2ccc(Br)cc2)c1,-0.2%,-2%,29µM*,4.5%,14%,x,-4%,9%,0.9,54,
CC(=O)Nc1ccc(OCC(=O)N2CCC(Cc3ccccc3)CC2)cc1,-0.6%,5%,1.2%,0.1%,-14%,-7%,2%,9%,-0.6,62,
COCCn1c(SCC(=O)N(C(C)C)C(C)C)nnc1-c1cc2ccccc2cc1O,-0.1%,-8%,-1.8%,0.1%,9%,6%,0%,6%,1.2,81,Dengue-2 NS5 capping pilot replicate=0.8
COC(=O)C1C(c2ccc(Br)cc2)Nc2nnc(C(F)(F)F)n2C1(C)O (configuration not stated),0.0%,-6%,0.4%,-0.8%,14%,-25%,-4%,-8%,-0.1,28,
O=C(CSc1nc2ccccc2s1)N/N=C/c1cc([N+](=O)[O-])ccc1O,0.6%,14%,7.2%,0.7%,-10%,7%,-3%,-1%,-1.3,63,
COc1ccc(C(=O)NNC(=O)CSc2nnc(-c3ccc(O)cc3)n2C)cc1,1.1%,-7%,1.1%,-0.2%,-8%,-8%,11%,8%,-0.6,39,
CN1CCN(C(=S)Nc2ccccc2Cl)CC1,-0.1%,-5%,-3.1%,0.1%,-22%,-3%,-2%,3%,-0.4,67,
COc1ccc(S(=O)(=O)N(CC(=O)NC2CC2)c2ccc(C)cc2)cc1OC,-0.1%,5%,1.1%,0.8%,4%,-4%,1%,8%,0.0,58,
Cc1cccc(Cn2cc(SCC(=O)Nc3nccs3)c3ccccc32)c1,-0.3%,-10%,0.9%,-0.6%,-19%,-3%,2%,-3%,2.9,72,
O=S(=O)(Nc1nc2ccccc2s1)c1ccc(Br)s1,-0.2%,-2%,35%,-0.6%[50 µM],-5%,12%,-2%,0%,2.9,50,
Cc1cc(OCCn2cncn2)ccc1[N+](=O)[O-],0.5%,0%,0.2%,0.0%,22%,-9%,5%,-22%,1.7,57,
Cc1ccccc1Cn1c(C)cc(C)c(C#N)c1=O,-0.2%,15%,-1.3%,0.4%,1%,-2%,-2%,10%,-1.1,71,
Cc1ccc(NC(=O)n2ncc3c(C)cccc32)c(C)c1,-0.1%,6%,-1.9%,0.2%,6%,-1%,-2%,-1%,2.2,80,

# Pulled by structure from above, 3 records:
SMILES,GPR55 beta-arrestin,GPR35 arrestin U2OS,HIV fusion peptide,K1F lysis inhibition,AID2073,Dengue-2 NS5 capping,Siah-1 displacement,GPR55 LPI antagonism,NTR1 ag,NTR1 ag cell count 20 µM,others
COc1cccc(/C=N/Nc2nc3ccccc3n3cnnc23)c1,-0.3%,6%,22%,5.3%,-31%,-1%,2%,-3%,2.9,55,
CCOc1ccccc1NC(=O)c1sc2nc(C)nc(N3CCOCC3)c2c1C,-0.1%,-3%,1.0%,0.1%,34%,-2%,-2%,6%,2.2,58,
Cc1ccccc1Cn1c(C)cc(C)c(C#N)c1=O,-0.2%,15%,-1.3%,0.4%,1%,-2%,-2%,10%,-1.1,71,

# Assay outcomes deposited in PubChem BioAssay by several laboratories.
